14-3-3g Raf: modulators of human 14-3-3 gamma - Raf peptide interaction | actives 0.19% (n = 160,000) | AID 422 | inhibition, % at 40 µM | FP, 14-3-3gamma / TMR-pS259-Raf peptide binding; in the data active means inhibition above about 30%;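 further: 0% = protein plus tracer without compound and 100% = blank with tracer alone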
Target sequence (P61981 whole entry, looked up): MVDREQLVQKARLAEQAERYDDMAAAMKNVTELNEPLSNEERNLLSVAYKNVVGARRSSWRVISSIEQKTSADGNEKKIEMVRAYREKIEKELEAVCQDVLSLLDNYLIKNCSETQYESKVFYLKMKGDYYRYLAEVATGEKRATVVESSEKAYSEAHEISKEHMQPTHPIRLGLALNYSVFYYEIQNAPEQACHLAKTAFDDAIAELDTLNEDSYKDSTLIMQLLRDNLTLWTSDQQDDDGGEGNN
Starred values were filed as active, the others as inactive; & = joins results of further samples. Not all compounds are listed; rates above refer to the full screens.

SMILES	14-3-3g Raf
COC(=O)C(CCSC)NC(=O)c1cc2c(n(-c3ccc(Cl)cc3)c1=O)CC(C)(C)CC2=O (stereo unspecified)	-10
COCCn1c(SCC(=O)Nc2cc(C)cc(C)c2)nnc1C(C)C	-2
O=C(c1ccc2c(=O)n(Cc3ccc4c(c3)OCO4)c(=S)[nH]c2c1)N1CCCCC1	2
Cc1ccc(CS(=O)(=O)c2ccc(C(=O)N3CCCCC3)cc2[N+](=O)[O-])cc1	-11
Cc1noc(NS(=O)(=O)c2ccc(NC(=O)CSc3nc4c(cc3C#N)CCC4)cc2)c1C	-4
O=C(CCC(=O)N(CC(=O)NC1CCCCC1)Cc1ccco1)Nc1nccs1	-6
COc1ccc(-c2cc(C(=O)NCCN3CCOCC3)no2)cc1OC	5
COc1ccc(-n2nc3c(c2NC(=O)c2cccc(Br)c2)CS(=O)C3)cc1 (stereo unspecified)	-7
Cc1ccc(OCCn2c(=O)oc3ccccc32)cc1	0
CCOC(=O)c1c(CNCCN(CC)CC)n(C)c2cc(Br)c(OC)cc12	3
COc1ccc2nc3oc(C(=O)NCc4ccc(C)o4)cc3cc2c1	-10
O=C(c1ccccc1[N+](=O)[O-])N1CCN=C1SCc1ccccc1	0
CC(=O)N1CCc2cc(S(=O)(=O)CCC(=O)N3CCC(C)CC3)ccc21	-8
O=C(NCc1ccccc1)C(=O)Nc1ccc2c(c1)OCO2	-7
CCCCN(C(=O)NC(=O)Nc1ccccc1OC)S(C)(=O)=O	-1
CC1=[N+]([O-])C(C)(C)C(c2ccc(C)cc2)=[N+]1[O-]	-4
Cc1ccc(S(=O)(=O)N2CCN(S(=O)(=O)N3CCCCC3)CC2)cc1	-19
CCOC(=O)c1ccc(NC(=O)CN(c2ccc(C)cc2)S(=O)(=O)c2c(C)n[nH]c2C)cc1	-2
CCCCSc1ncnc2c1c(-c1ccccc1)cn2-c1ccccc1OC	1
COc1ccccc1Nc1nc(N)nc(CN(C)C2CCCCC2)n1	2

A draw from above in order of length of the SMILES, largest number first:
SMILES	14-3-3g Raf
CCOC(=O)c1ccc(NC(=O)CN(c2ccc(C)cc2)S(=O)(=O)c2c(C)n[nH]c2C)cc1	-2
O=C(c1ccccc1[N+](=O)[O-])N1CCN=C1SCc1ccccc1	0
COc1ccccc1Nc1nc(N)nc(CN(C)C2CCCCC2)n1	2

Other compounds
SMILES	14-3-3g Raf
COc1ccc(NC(=O)CSc2nc3nc(C)cc(C)n3n2)cc1OC	1
CCNC(=O)COc1ccc(Br)cc1Cl	-4
CN1CCN(C)C1=NC(c1ccccc1)(c1ccccc1)c1ccccc1	6
COCCn1c(SCC(=O)c2ccc(Cl)cc2)nc2cc(C(=O)OC)ccc2c1=O	-6
CC(=O)N1c2c(cc(Br)cc2S(=O)(=O)Nc2cccc([N+](=O)[O-])c2)CC1C (stereo unspecified)	2
CC(=O)N1CCN=C1SCc1ccccc1Cl	-5
CCN1CCCC1CNS(=O)(=O)c1cccc2cccnc12 (stereo unspecified)	-12
CSc1ccc(Cl)c(C(=O)NCc2ccco2)c1	-7
CCOc1ccccc1C(=O)Nc1cccc(C)c1C	-19
CCn1c(-c2ccc(OC)cc2)nc2ccccc21	20
Cc1cc(Nc2ccc3c(c2)OCCO3)c2cccc(C)c2n1	-12
O=C(O)c1ccc(NS(=O)(=O)c2ccc(Br)c(C(=O)Nc3ccccc3)c2)cc1	1
CCC(=O)n1nc(-c2cccnc2)nc1NCc1ccc(OC)cc1	0
Clc1ccc(C=NC23CN4CN(CN(C4)C2)C3)cc1	-16
COc1ccc(N2CCN(C(=O)c3c[nH]c4ccc(S(=O)(=O)N5CCOCC5)cc4c3=O)CC2)cc1	-11
Cc1ccc(-c2c(C#N)c(N)nc3c2CCCCCC3)o1	5
O=C(C1CCN(Cc2ccc(F)cc2)CC1)N(CCO)Cc1ccccc1	4
O=C(NC1CC1)C1CCN(c2ccc(S(=O)(=O)N3CCOCC3)cc2Cl)CC1	0
COc1ccc(OCCn2c(NC(=O)c3ccco3)nc3ccccc32)cc1	-2
Cc1ccc(C(C)C)c(OCC(=O)N2CCN(c3ccc([N+](=O)[O-])cc3)CC2)c1	5
COc1ccc(NC(=O)CNCCC2=CCCCC2)cc1	7
Cc1ccc(S(=O)(=O)N2CCN(C(=O)c3cc(=O)[nH]c4ccccc34)CC2)c(C)c1	-1
Cc1c(Cl)cccc1NC(=O)C1C(C(=O)O)C2C=CC1C21CC1 (stereo unspecified)	0
O=C(c1noc2c1CCCC2)N1CCN(C(c2ccccc2)c2ccccc2)CC1	-10
CN1C(=O)c2ccccc2C(C(=O)N2CCN(c3ccccc3F)CC2)C1c1cn(C)c2ccccc12 (stereo unspecified)	-6
COC(=O)C1C(=O)C2=C(CC1C)NC(C)=C(C(=O)OC1CCCC1)C2c1cccc(Cl)c1 (stereo unspecified)	-2
O=C(COC(=O)c1cccs1)NCc1ccco1	-3
N#Cc1nc(Cc2cccc3ccccc23)oc1NCCN1CCCCC1	-3
CCOC(=O)c1nnn(-c2nonc2-n2cccc2)c1C	8
COc1cccc(C2CC(=O)Nc3cc(OC)c(OC)c(OC)c32)c1OC (stereo unspecified)	-3
O=C(CSc1nccc2ccccc12)N1CCN(c2ccccn2)CC1	4
CCN(CC(=O)Nc1ccc2c(c1)OCCO2)C(=O)c1cccc(S(=O)(=O)N2CCOCC2)c1	-11
CC1CC(c2ccccc2)n2nc(NC(=O)c3cccs3)nc2N1 (stereo unspecified)	-5
CCOC(=O)N1CCC(=C2c3ccc(Cl)cc3CCc3cccnc32)CC1	-4&2
O=C1c2cccnc2C(O)N1Cc1ccc(F)cc1 (stereo unspecified)	0
Cc1ccc(CNS(=O)(=O)c2cccc3cccnc23)cc1	-18
CC(=O)N1N=C(c2ccc(F)cc2)CC1(O)C(F)(F)F (stereo unspecified)	2
CCN(CCNC(=O)C1CCCN(S(=O)(=O)CC)C1)c1ccccc1 (stereo unspecified)	-5&-9
COc1cccc2cc(-c3csc(CCn4nc(C)cc4C)n3)c(=O)oc12	-15
COc1cc(C(=O)N2CCN(C(C)C)CC2)cc(OC)c1OC	2

Random excerpt: 3 records from the list, in no set order.
SMILES	14-3-3g Raf
O=C(COC(=O)c1cccs1)NCc1ccco1	-3
O=C(CSc1nccc2ccccc12)N1CCN(c2ccccn2)CC1	4
Cc1ccc(S(=O)(=O)N2CCN(C(=O)c3cc(=O)[nH]c4ccccc34)CC2)c(C)c1	-1

Additional records:
SMILES	14-3-3g Raf
COc1ccc(C(=S)N2CC(C)OC(C)C2)c(OC)c1 (stereo unspecified)	6
COc1cccc(NC(=O)CSc2nc(NCc3ccc4c(c3)OCO4)c3ccccc3n2)c1	2
O=c1c2sc(=S)n(-c3ccccc3)c2[nH]c(=S)n1-c1ccccc1	-2
CCCCN(C(=O)CCC(=O)O)C1CC(=O)N(c2ccc(OCCC)cc2)C1=O (stereo unspecified)	6
Fc1ccccc1CSc1nnc(-c2ccccc2)o1	-2
CSc1ccc(C2C3C(=O)N(c4ccccc4)C(=O)C3ON2c2ccccc2)cc1 (stereo unspecified)	-2
Cc1ccccc1Cc1c(C)nc2c(C(=O)NC3CCCC3)cnn2c1C	-28
Cc1cc(NC(=O)CSc2nnc(-c3ccoc3C)n2N)no1	1
CCOC(=O)C(CC)Sc1nc(N)c(NC(=O)c2ccc(OC)c(OC)c2)c(=O)[nH]1 (stereo unspecified)	-3
Cc1ccc(NC(=O)CC2Sc3ccccc3NC2=O)c(Br)c1 (stereo unspecified)	0
C=CCNC(=O)CN1c2ccccc2C(C)(C)C12C=Cc1c(ccc3ccccc13)O2 (stereo unspecified)	-32
O=[N+]([O-])c1ccc(Oc2cccc(-c3nc4ccccc4o3)c2)cc1	1
COc1ccc(CCNC(=O)C2CCN(S(=O)(=O)N3CCCC3)CC2)cc1OC	-1
CCOC(=O)c1c(NC(=O)c2cc(C(C)C)on2)sc(C(C)=O)c1C	-5
Cc1nc2ncnn2c(N2CCC(C(=O)NCC3CCCO3)CC2)c1Cc1ccccc1 (stereo unspecified)	0
COc1ccc(C2Oc3c(cccc3OC)C=C2[N+](=O)[O-])cc1OC (stereo unspecified)	-1
CCCSc1nnc2c(n1)OC(c1ccsc1)Nc1ccccc1-2 (stereo unspecified)	64*
O=C1NC(c2cccs2)Nc2sc3c(c21)CCCC3 (stereo unspecified)	-17
CC(=O)c1cccc(NC(=O)C2CCCN(S(=O)(=O)c3cccc4nonc34)C2)c1 (stereo unspecified)	-37
COc1cc(C(=O)OC(C)CN2CCN(C)CC2)cc(OC)c1OC (stereo unspecified)	-6
COc1cc(C2SCC(=O)N2Cc2ccco2)ccc1O (stereo unspecified)	4
O=C1CCCC2=C1C(c1cccc(O)c1)n1nc(SCc3ccccc3F)nc1N2 (stereo unspecified)	-3
CCOc1ccc(-c2nnc3ccc(SCC(=O)N4CCCCC4)nn23)cc1	1
COc1cccc(-c2nnc(-c3cc4cccc(OC)c4oc3=O)o2)c1	0
Cc1ccc(-n2c(C)nc3c(cnn3-c3ccccc3)c2=O)cc1	2
Cc1cc(S(=O)(=O)N2CCN(S(=O)(=O)c3ccc(Cl)c(C)c3)CC2)ccc1Cl	-2
COc1ccc(Nc2nc(-c3ccc(C)cc3)c(CC(=O)O)s2)cc1	-13
Cc1cccc(N2CCN(C(=O)CCC3Nc4c5ccccc5nc(=S)n4C3=O)CC2)c1C (stereo unspecified)	1
O=C(c1ccc(Br)cc1)N1CCN(c2ccc(Cl)cc2[N+](=O)[O-])CC1	-6
COc1ccc(C(C(=O)NC2CCCCC2)N(C)c2ccccc2)cc1 (stereo unspecified)	-31
O=C(OC1CCOC1=O)c1ccc2ncsc2c1 (stereo unspecified)	3
COc1cccc(-n2c(=O)c3sccc3n(Cc3ccccc3C#N)c2=O)c1	2
COc1ccc(N=C2SC(C(=O)Nc3ccccc3)CC(=O)N2Cc2cccs2)cc1 (stereo unspecified)	-1
Cc1ccc(Nc2sc(C(=O)c3ccccc3)c(N)c2C(N)=O)cc1	-35
COC(=O)c1ccc(CSc2ncnc3c2nnn3-c2ccc(OC)cc2)o1	-3
CC12CCC(C(=O)N(CCC#N)CCC#N)(CC1=O)C2(C)C (stereo unspecified)	-9
Nc1cc(=O)[nH]c2nnc(SCc3ccccc3)n12	-4
CN1CCN(c2nc3c(c(=O)n(C)c(=O)n3C)n2CC(N)=O)CC1	-1
Cc1c(C(=O)N2CCC(C)CC2)cccc1[N+](=O)[O-]	-4
COc1ccc(CCNc2nc(-c3ccc(F)cc3)cc(C(F)(F)F)n2)cc1OC	-10

A different layout for 3 compounds above:
> Cc1ccc(-n2c(C)nc3c(cnn3-c3ccccc3)c2=O)cc1
- 14-3-3g Raf = 2
> Cc1cc(S(=O)(=O)N2CCN(S(=O)(=O)c3ccc(Cl)c(C)c3)CC2)ccc1Cl
- 14-3-3g Raf = -2
> COc1ccc(Nc2nc(-c3ccc(C)cc3)c(CC(=O)O)s2)cc1
- 14-3-3g Raf = -13

New compounds follow.
SMILES	14-3-3g Raf
Cc1cccc(CN2CCN(CC(=O)NCc3ccc(F)cc3)C2=O)c1	1&-5
COc1ccccc1NC(=O)CN1C(=O)NC(C)(C)C1=O	-10
Cc1ccc(C)c(S(=O)(=O)N2CCN(S(=O)(=O)c3cc(C)ccc3C)C(C)C2)c1 (stereo unspecified)	-11
CCN(CC)C(=O)Cn1cnc2sc(C(=O)Nc3cccc([N+](=O)[O-])c3)c(C)c2c1=O	-13
CCOC(=O)c1c(-c2ccc(OC)cc2)csc1N=CC1C(=O)CCCC1=O	-38
O=C(NCCCN1CCN(c2cccc(Cl)c2)CC1)C1CCC(Cn2c(=O)[nH]c3ccsc3c2=O)CC1 (stereo unspecified)	0
COc1ccc(-n2c(C)nc3c(cnn3-c3ccc(C)c(C)c3)c2=O)cc1	-2
c1ccc2[nH]c(SCCN3CCOCC3)nc2c1	-18
c1ccc2[nH]c(CN3CCCCCC3)nc2c1	3
Cc1cc2oc(=O)c3c(c2c2occ(-c4ccccc4)c12)CCC3	-12
COc1ccccc1NC(=O)c1cc(-c2ccccc2)nc2c(C)cccc12	6
COc1ccccc1-n1c(=S)sc2c(=O)n(-c3ccccc3)c(SCC#N)nc21	-6
CCOC(=O)c1cccc(NS(=O)(=O)c2ccc3c(c2)CCC(=O)N3)c1	-16
Nc1ncnc2[nH]c(=S)[nH]c12	-6
COCCNC(=O)c1cc(S(=O)(=O)N2CCCCC2)ccc1F	1
CC1CCCN(C(=O)Cc2c(C(=O)O)[nH]c3ccc(Cl)cc23)C1 (stereo unspecified)	4
CCc1c(C#N)c(N)nc(SCC(=O)c2ccc(C)cc2)c1C#N	-18
CC(=O)Oc1ccc2oc(C)c(C(=O)Oc3ccc4cc(-c5nc6ccccc6o5)c(=O)oc4c3)c2c1	-85
CCOC(=O)c1ccc(CN(Cc2ccc(F)cc2)S(=O)(=O)c2cc(C)ccc2C)cc1	3
O=C(NC(=O)c1cccc(OC(F)(F)C(F)F)c1)OC1CCS(=O)(=O)C1 (stereo unspecified)	-1
O=C(CS(=O)(=O)c1cn(Cc2ccccc2Cl)c2ccccc12)N1N=C(c2cccs2)CC1c1ccc(F)cc1 (stereo unspecified)	-17
O=C(CSc1ccc2nnc(-c3ccncc3)n2n1)NCC1CCCO1 (stereo unspecified)	-4
Cc1cc(Cl)ccc1OC(C)C(=O)n1cnc2ccccc21 (stereo unspecified)	9
CCC(=O)N(Cc1cc2cc(OC)ccc2[nH]c1=O)c1cccc(C)c1	3
COC(=O)C1=C(C)N(c2cccc(C(F)(F)F)c2)C(=O)C1	-3
CCOC(=O)c1cccc(N2C(=O)C3C(C2=O)C2C=CC3C23CC3)c1 (stereo unspecified)	4

From PubChem
